Screens from PubChem BioAssay.
tim10-1 inh – growth inhibitors of tim10-1 mutant yeast, primary screen, luminescence, uHTS; AID 463190, 2010; 330,000 compounds, 2.2% hits; S. cerevisiae tim10-1 ts strain growth, BacTiter-Glo, 24 h; inhibition, % at 20 µM;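 active = inhibition of at least 40%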;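 also: mutant grown at 25 °C; 0% = DMSO wells with yeast and 100% = wells holding no yeast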
TIM10 inh – growth inhibitors of isogenic TIM10 control yeast, primary screen, counter-screen for tim10-1 yeast inhibitor project, luminescence, uHTS; S. cerevisiae TIM10 strain growth, BacTiter-Glo luminescence, 24 h; 330,000 compounds, 1.4% hits; inhibition, % at 10 µM;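 active = inhibition of 40% or more at the single tested concentration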;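 also: wild-type TIM10 isogenic control strain grown at permissive 25 °C; 0% = DMSO yeast wells and 100% = minimal medium wells without yeast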
UPR XBP1 act – activators of adaptive XBP1 UPR arm, primary screen, cell-based, CHO-XBP1 luciferase reporter, luminescence, uHTS. IRE1-XBP1 UPR activation; percent of tunicamycin response, DMSO as zero. activation, % at 20 µM. 330,000 compounds, 0.33% hits. AID 463104, 2010;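 active = versus positive control, 20 µM dose yields 30% or more activation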;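 also: 100% = tunicamycin at 10 µg/mL and 0% = DMSO only wells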
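Material: CHO-XBP1 cells stably carrying IRE1-XBP1-driven luciferase reporter / Amount: 1000 cells per well / Compound: 20 µM, 1% DMSO / Times: 6 h treatment, 37 °C / Detection: luciferase luminescence / Measure: % activation of reporter signal versus tunicamycin and DMSO controls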
APJ agonist – agonists of human apelin receptor APJ, primary screen, CHO-K1 cells, PathHunter beta-arrestin, luminescence; P35414; 0% DMSO wells, 100% apelin; activation, % at 20 µM; 330,000 compounds, 0.11% hits; AID 2520, 2010;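 active = activation more than six SD over the plate average, tested at 20 µM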;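 also: 0% = DMSO alone and 100% = apelin-13 at 10 nM; some results filed as inactive read as strong as hits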
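Test system: CHO-K1 APJ beta-arrestin complementation cell line | Compound: Single test compound dose, 20 µM final, 1% DMSO | Incubation: Compound 90 min 25 °C, reagent 1 h | Measured by: beta-gal luminescence | Read-out basis: APJ–arrestin association signal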
Mdm2-MdmX inh – inhibitors of human Mdm2-MdmX association, primary screen, cell-based, luminescence, split luciferase, SaOS-2, uHTS; Protein Mdm4 (Homo sapiens) + E3 ubiquitin-protein ligase Mdm2 (Homo sapiens), …; 330,000 compounds, 3% hits; inhibition, % at 8 µM; AID 485346, 2010; SaOS-2 split-luciferase Mdm2/MdmX complementation;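 active = inhibition of at least 50% at 8 µM in the primary screen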
Target sequence (O15151 whole entry, looked up): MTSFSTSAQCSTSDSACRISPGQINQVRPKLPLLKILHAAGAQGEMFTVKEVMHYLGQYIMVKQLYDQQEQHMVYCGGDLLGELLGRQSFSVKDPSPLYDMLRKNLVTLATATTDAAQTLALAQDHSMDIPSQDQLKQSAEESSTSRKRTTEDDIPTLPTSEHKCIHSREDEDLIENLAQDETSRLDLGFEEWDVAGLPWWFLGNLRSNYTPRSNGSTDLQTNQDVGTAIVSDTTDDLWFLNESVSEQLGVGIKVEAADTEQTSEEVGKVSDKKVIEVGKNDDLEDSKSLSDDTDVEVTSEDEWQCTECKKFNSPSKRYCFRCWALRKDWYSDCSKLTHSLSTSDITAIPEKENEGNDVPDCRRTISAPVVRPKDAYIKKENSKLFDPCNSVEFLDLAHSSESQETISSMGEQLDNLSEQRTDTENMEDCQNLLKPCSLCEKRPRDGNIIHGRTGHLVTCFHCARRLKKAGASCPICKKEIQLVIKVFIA
Target sequence (Q00987 whole entry, looked up): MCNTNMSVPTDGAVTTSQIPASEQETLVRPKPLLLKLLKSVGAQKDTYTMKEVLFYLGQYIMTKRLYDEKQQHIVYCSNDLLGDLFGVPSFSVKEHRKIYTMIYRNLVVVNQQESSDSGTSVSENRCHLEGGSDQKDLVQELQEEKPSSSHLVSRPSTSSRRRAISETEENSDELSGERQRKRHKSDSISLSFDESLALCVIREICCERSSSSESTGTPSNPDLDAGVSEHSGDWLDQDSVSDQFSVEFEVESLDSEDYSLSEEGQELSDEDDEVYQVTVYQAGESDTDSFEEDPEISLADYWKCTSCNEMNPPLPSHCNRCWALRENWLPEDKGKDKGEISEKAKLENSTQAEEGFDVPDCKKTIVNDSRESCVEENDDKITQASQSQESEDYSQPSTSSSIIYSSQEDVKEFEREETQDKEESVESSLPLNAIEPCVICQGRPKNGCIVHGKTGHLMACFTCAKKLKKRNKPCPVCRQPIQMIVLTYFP
CHOP UPR activ – activators of apoptotic CHOP UPR arm, primary screen, cell-based, CHO-CHOP luciferase reporter, luminescence, uHTS; UPR activation; percent of tunicamycin response over DMSO baseline; activation, % at 10 µM; 330,000 compounds, 0.34% hits; AID 449763, 2010;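 active = at 10 µM dose, activation of 40% or more, normalized to positive control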;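 also: 100% = tunicamycin at 10 µg/mL and 0% = DMSO alone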
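System: CHO-CHOP luciferase reporter cell line; amount: 500 cells/well; buffer or medium: F12 medium containing 10% fetal bovine serum; incubation: 6 h compound exposure at 37 °C after overnight seeding; measured by: luciferase luminescence after 10 min with Steady-Glo reagent; evaluation: % reporter activation, DMSO baseline versus tunicamycin full activation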
APJ antag – antagonists of human apelin receptor APJ, primary screen, CHO-K1 cells, beta-arrestin complementation, luminescence; inhibition, % at 20 µM; 330,000 compounds, 0.32% hits;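 active = inhibition above about 40% at 20 µM, limit read from the data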;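 also: cells challenged with 10 nM apelin-13 agonist together with compound; plate controls were apelin-13 plus DMSO wells for no effect and DMSO wells lacking apelin-13 for full effect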
CXCR6 block – CXCR6 receptor inhibitors, primary screen, cell-based, beta-arrestin, luminescence, CHO-K1 PathHunter, 1536-well; C-X-C chemokine receptor type 6 (Homo sapiens), O00574; inhibition, % at 20 µM; 360,000 compounds, 0.36% hits; AID 602244, 2012; in the data active = inhibition above about 34%, passing the limit was not always enough;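 also: antagonist mode with CXCL16 agonist at 10 nM final; 0% = 10 nM CXCL16 with DMSO and 100% = unstimulated wells without agonist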
tim23-1 inh – growth inhibitors of tim23-1 mutant yeast, primary screen, luminescence, uHTS; AID 463212, 2010; S. cerevisiae tim23-1 growth, BacTiter-Glo luminescence, 24 h; 330,000 compounds, 1.3% hits; inhibition, % at 20 µM;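 active = growth inhibition of the mutant yeast at or above 50%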;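 also: temperature-sensitive mutant grown at 25 °C; plate controls were DMSO-treated mutant yeast for no effect and medium wells lacking yeast for full effect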
* marks the source's active call; other numbers are inactive results.

SMILES	tim10-1 inh	TIM10 inh	UPR XBP1 act	APJ agonist	Mdm2-MdmX inh	CHOP UPR activ	APJ antag	CXCR6 block	tim23-1 inh
O=C(CN1CCN(C(=O)c2cccc(F)c2)CC1)Nc1ccccc1F	25	0	-4	-2	24	3.4	-1	-11	11
Cc1onc(-c2ccccc2Cl)c1C(=O)OCC(=O)c1ccccc1	12	23	-2	-6	8	4.4	8	-7	28
Cc1cccc(-c2nnc(SCc3ccc(C#N)cc3)n2Cc2ccco2)c1	21	-20	-2	-3	-8	0.1	20	2	20
CCCCCC(=O)Nc1ccc2oc(-c3ccncc3)nc2c1	-34	-10	1	-2	10	1.8	26	-4	-9
COc1ccc(CNc2nc(=S)[nH]c3cc(OC)c(OC)cc23)cc1	13	2	-4	-2	28	2.6	6	-7	6
O=C(/C=C1\NC2(CCCC2)Cc2ccccc21)N1CCOCC1	30	18	-1	-4	13	-0.9	-1	12	21
CCCCNS(=O)(=O)c1cccc(S(=O)(=O)N2CCCC2)c1	14	-5	-2	-6	19	-1.2	-1	-3	14
CC(C)Cn1c(N)c(C(=O)CSc2ncccn2)c(=O)n(C)c1=O	-2	2	0	-5	25	-0.3	6	-8	11
O=C(c1cc(-c2ccc(Cl)cc2)n(-c2ccc(Cl)c(Cl)c2)n1)N1CCOCC1	31	20	-2	-3	16	1.3	7	-10	44
CCn1cc(C(=O)NCCCOC)c(=O)c2cc(S(=O)(=O)N(C)C3CCCCC3)ccc21	-1	5	-1	-1	5	1.5	3	5	1
Cc1ccc2[nH]c(C)c(CCNC(=O)NC3CCCCC3)c2c1	11	27	1	3	-8	0.6	-3	2	25
CC(C)NC(=O)COc1coc(CN2CCN(C(=O)c3ccco3)CC2)cc1=O	5	7	0	1	12	1.9	21	-5	-7
Cc1ccc(S(=O)(=O)c2c(N)n(NC(=O)c3ccccc3C)c3nc4ccccc4nc23)cc1	33	5	-3	0	20	-1.2	-2	-5	5
CCOC(=O)Nc1ccc2c(COC(=O)C(NS(=O)(=O)c3ccc(Cl)cc3)C(C)O)cc(=O)oc2c1 (stereo not given)	-5	-4	0	4	3	-1.3	5	2	0
CC(=O)Nc1ccc(NC(=O)C2CCCN2S(=O)(=O)c2cccc(C(F)(F)F)c2)cc1 (stereo not given)	16	10	-2	5	7	-0.9	-11	2	12
CC(C)C[C@H](NC(=O)Nc1ccccc1F)C(=O)O	-16	-4	-2	-1	14	-1.0	3	4	10
CCOc1cc(C2C(C(C)=O)=C(O)C(=O)N2CCc2c[nH]c3ccccc23)ccc1O (stereo not given)	19	24	-1	1	-5	-0.9	-24	-6	14
O=S(=O)(c1ccc(Cl)cc1)N1CCC2(CC1)CO2	-2	-11	-3	-3	2	-1.5	-6	-2	6
O=C(CSc1nc2ccccc2c(=O)n1-c1ccc(F)cc1)Nc1cc(S(=O)(=O)N2CCOCC2)ccc1Cl	13	13	1	0	-2	1.7	21	4	20
COc1cc(N(C)C)c([N+](=O)[O-])cc1C(=O)N1CCOCC1	25	1	2	0	-4	-1.0	7	-4	5
Cc1onc(-c2c(Cl)cccc2Cl)c1NC(=O)N1CCSCC1	6	4	1	0	-6	5.4	-1	8	0
Cc1cc(C)n(C(=O)CNC(=O)CCc2ccccc2)n1	-2	-3	0	-1	15	-0.7	14	-5	17
CCCSc1ccccc1C(=O)N1CCN(C(=O)c2ccco2)CC1	16	5	-2	-1	22	0.1	2	6	17
S=c1nc(-c2ccccc2)[nH]c2ccccc12	6	15	-1	-5	2	-1.6	15	14	-7
Cc1cccc(N2CCN(C(=O)/C=C/c3ccco3)CC2)c1C	39	20	1	0	-17	3.1	-9	7	39

Part of the list above in order of molar mass, falling.
SMILES	tim10-1 inh	TIM10 inh	UPR XBP1 act	APJ agonist	Mdm2-MdmX inh	CHOP UPR activ	APJ antag	CXCR6 block	tim23-1 inh
Cc1ccc(S(=O)(=O)c2c(N)n(NC(=O)c3ccccc3C)c3nc4ccccc4nc23)cc1	33	5	-3	0	20	-1.2	-2	-5	5
Cc1onc(-c2c(Cl)cccc2Cl)c1NC(=O)N1CCSCC1	6	4	1	0	-6	5.4	-1	8	0
CC(C)Cn1c(N)c(C(=O)CSc2ncccn2)c(=O)n(C)c1=O	-2	2	0	-5	25	-0.3	6	-8	11
COc1cc(N(C)C)c([N+](=O)[O-])cc1C(=O)N1CCOCC1	25	1	2	0	-4	-1.0	7	-4	5

Next section:
SMILES	tim10-1 inh	TIM10 inh	UPR XBP1 act	APJ agonist	Mdm2-MdmX inh	CHOP UPR activ	APJ antag	CXCR6 block	tim23-1 inh
Cc1nc(-c2ccc(Cl)cc2)sc1C1(C)CC(c2ccc(OC(F)(F)F)cc2)=NO1 (stereo not given)	-4	-11	4	7	1	4.6	16	-5	15
CC(Oc1cccc(Cl)c1)C(=O)Nc1cc(S(=O)(=O)N2CCCCC2)ccc1N1CCOCC1 (stereo not given)	5	11	-6	11	28	6.3	-45	-3	12
COc1ccc(-n2cnc3cc(NS(=O)(=O)c4ccccc4)ccc32)cc1	-18	-6	2	5	-23	-0.6	4	0	-8
COc1cc(NS(=O)(=O)c2ccc(N/C=C(\C#N)c3nc4cc(Cl)ccc4o3)cc2)nc(OC)n1	12	7	-1	1	54*	0.3	41*	13	11
CC(Oc1ccc(Cl)cc1)C(=O)Nc1nccs1 (stereo not given)	12	-11	-1	-3	4	1.3	5	5	-22
O=C1c2cccnc2C(=O)N1Cc1ccc(S(=O)(=O)NCc2ccco2)cc1	3	-9	-3	1	21	0.0	-4	-11	5
CCc1ccc(CCN2C(=O)c3ccccc3C2=O)nc1	3	4	1	-3	19	3.1	-3	-6	4
Cc1nc(-c2ccc(F)cc2)c(CC(=O)N(C)CC(=O)Nc2ccc(Br)cc2C)s1	19	2	-4	0	18	-0.6	-2	-1	18
O=C(CSc1nnc(-c2ccncc2)n1Cc1ccco1)N1c2ccccc2Sc2ccc(Cl)cc21	29	17	-3	-4	24	0.8	-2	27	14
COc1cc(/C=C/C(=O)OCC(=O)NC(=O)C2COc3ccccc3O2)ccc1OC(F)F (stereo not given)	-8	-4	1	-2	-27	1.0	0	-2	-5
COC(=O)[C@]1(C)N[C@H](CN(C)C(=O)Nc2ccc(C)cc2)[C@@H]2C(=O)N(C)C(=O)[C@@H]21	-11	-1	-2	-4	-2	-0.8	3	-1	-14
CSc1nnc(C(C)c2ncc(C(F)(F)F)cc2Cl)n1C (stereo not given)	-2	8	-1	1	-24	0.2	-4	-5	11
CC(Sc1nnc(-c2ccco2)n1-c1ccccc1)C(=O)NCC1CCCO1 (stereo not given)	5	-1	7	-4	-25	1.0	8	6	15
CC(CCc1ccccc1)NC(=O)/C=C/c1ccc(Cl)cc1 (stereo not given)	29	1	-1	-2	10	6.6	5	-6	17
CC(=O)N(CCc1ccccc1C)Cc1cc2cc(C)ccc2[nH]c1=O	7	-2	-2	-1	23	-2.1	9	-6	4
O=C(c1cccnc1)n1nc(NCc2ccccc2)nc1NCc1ccccc1	-35	-25	-3	0	4	-0.1	-5	5	-8
CCN(CC)S(=O)(=O)c1ccc(S(=O)(=O)N2CCC(C(=O)NC3CCN(Cc4ccccc4)CC3)CC2)cc1	-6	-15	-1	-1	70*	-0.8	7	5	-2
COC(=O)c1ccc(C(=O)OC)c(NC(=O)CSc2n[nH]c(N)n2)c1	4	1	1	-2	-17	1.0	8	4	13
CC(=O)c1c(C)[nH]c(C(=O)COC(=O)CNS(=O)(=O)c2ccccc2)c1C	10	-12	-2	-3	15	-1.1	6	-11	-3
CC(NCCO)C(=O)C12CC3CC(CC(C3)C1)C2 (stereo not given)	4	-4	0	0	14	0.5	-16	25	14
Cc1c(Cl)cccc1NC(=S)NCc1ccccc1	30	46*	-1	8	-9	-2.2	9	4	28
Cc1cc(C(=O)N/N=C/c2ccc(-c3cccc(Cl)c3Cl)o2)n[nH]1	7	-42	6	-2	18	2.3	-5	-6	-38
C=CCNC(=S)NNC(=O)c1cccn(Cc2cccc(Cl)c2)c1=O	28	-12	1	-2	-21	-2.8	19	4	1
Cc1cc(NC(=O)CN2CCN(S(=O)(=O)c3ccc(Cl)cc3)CC2)no1	21	-4	0	-3	2	-0.3	16	4	19
CCOC(=O)c1[nH]c(C)c(C(=O)Nc2ccccc2C)c1C	-23	-12	0	0	56*	1.4	5	-2	-25
SMILES	tim10-1 inh	TIM10 inh	UPR XBP1 act	APJ agonist	Mdm2-MdmX inh	CHOP UPR activ	APJ antag	CXCR6 block	tim23-1 inh
CCCn1c(=S)[nH]c2cc(C(=O)N3CCN(C(=O)OCC)CC3)ccc2c1=O	0	-1	0	3	-14	0.7	9	5	-5
COc1ccc(NC(=S)NCc2ccc(F)cc2)c(OC)c1	3	-6	-2	-4	10	1.0	15	6	23
Cc1cc(C)c(S(=O)(=O)Nc2ccc(C(N)=O)cc2)c(C)c1	3	-16	-2	-1	-1	-1.2	-6	-9	1
CN(C)C(=S)Nc1ccc2c(c1)OCO2	-1	-8	-1	-1	-17	0.4	4	-2	17
Cc1noc(C)c1S(=O)(=O)N(C)C[C@H]1Oc2ccc(NC(=O)C3CC3)cc2C(=O)N([C@H](C)CO)C[C@@H]1C	-10	1	-1	-2	10	-0.9	4	-13	-5
CCOc1ccccc1NC(=O)C(c1ccccc1)N1CCN(CC(=O)N2CCOCC2)CC1 (stereo not given)	18	7	-1	-3	13	-0.2	18	0	5
Fc1ccc(CSc2nnc(-c3cc4c(s3)-c3ccccc3CC4)o2)cc1	11	2	0	-2	6	1.7	11	0	-1
Cn1cccc1-c1nc2ccccc2n1Cc1ccccc1	39	30	-1	-3	-9	-0.4	8	10	20
CC1=NC(=O)C(N=Nc2cccc(O)c2)N1c1ccccc1 (stereo not given)	23	3	7	-5	-175	7.2	12	8	10
COc1cc2nc(CN(C)Cc3ccc(SC)cc3)[nH]c(=O)c2cc1OC	3	-20	-1	0	9	-1.0	-9	3	13
c1cc2c3c(cccc3c1)C(N1CCCCC1)=N2	-3	3	-2	5	13	-2.6	-58	-6	6
C/C(N)=C(/C#N)C(=O)COC(=O)c1ccc(C#N)cc1	16	6	0	-2	4	1.7	1	-6	17
O=C(Nc1ccc(Cl)c(Cl)c1)c1ccc(Cn2c(=O)[nH]c3ccsc3c2=O)cc1	-22	-19	2	-4	24	1.5	10	4	-15
S=C1CSc2ccccc2N1	6	-3	-3	-4	-15	0.6	-19	-9	7
CCOC(=O)CSc1nc(C)cc(C)n1	-15	-5	-2	-1	11	0.7	4	-1	-5
CC(C)(C)NC(=O)c1cccc(NC(=O)Cc2ccc(Br)cc2)c1	14	-7	0	2	7	0.5	-7	0	22
N#C/C(=N/Nc1ccc(OC(F)(F)F)cc1)C(N)=S	48*	26	5	-5	78*	11	20	10	26

A portion of the library. The share of hits here may be higher or lower than overall.
